Bioassay records as filed in PubChem BioAssay.
UTI89 phage lysis: inhibition of K1F phage lysis, E. coli UTI89, bacterial capsule biogenesis inhibitors, alamar blue (AID 488966). E. coli UTI89 K1F phage lysis, alamar blue, 2 h; higher % means a stronger effect. one-dose inhibition, % at 100 µM; IC50 in µM for titrated hits. 0.02% of 340,000 active;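 active = phage lysis inhibition, versus mean bacterial control, above a set limit; inconclusive = no clear call, values can overlap the other calls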;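 note: capsule biogenesis inhibitors block K1F phage lysis so surviving cells raise fluorescence; higher fluorescence means more inhibition of phage lysis; actives were called in the ten point dose series up to 300 µM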
Siah-1 displacement: blockers of Siah-1 interaction with plectin peptide – biochemical, fluorescence polarization, rhodamine-plectin, uHTS, primary screen (AID 1817) | Siah-1 / rhodamine-plectin peptide fluorescence polarization; higher % means a stronger effect | displacement, % at 20 µM; hits with a dose series show IC50 in µM | 0.02% of 290,000 active;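 active = displacement of at least 50% at 20 µM, with a fluorescence ratio check between 0.3 and a set limit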;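 note: plate controls were Siah plus tracer with DMSO for no effect and tracer alone without Siah for full effect; strong numbers were not always called active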
NTR1 agonist: NTR1-driven beta-arrestin-GFP spot formation – imaging, U2OS cells, high content, primary screen (AID 493036); activation, % at 20 µM; 0.17% of 330,000 active; agonist mode;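 active = activation at or above 40% of the spot to cytoplasm intensity ratio, with at least 20 cells analyzed; inconclusive = wells under 20 cells, flagged as cytotoxic or low count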;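 note: 0% = DMSO without peptide and 100% = 100 nM NTR1 peptide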
Target sequence (P30989 whole entry, looked up): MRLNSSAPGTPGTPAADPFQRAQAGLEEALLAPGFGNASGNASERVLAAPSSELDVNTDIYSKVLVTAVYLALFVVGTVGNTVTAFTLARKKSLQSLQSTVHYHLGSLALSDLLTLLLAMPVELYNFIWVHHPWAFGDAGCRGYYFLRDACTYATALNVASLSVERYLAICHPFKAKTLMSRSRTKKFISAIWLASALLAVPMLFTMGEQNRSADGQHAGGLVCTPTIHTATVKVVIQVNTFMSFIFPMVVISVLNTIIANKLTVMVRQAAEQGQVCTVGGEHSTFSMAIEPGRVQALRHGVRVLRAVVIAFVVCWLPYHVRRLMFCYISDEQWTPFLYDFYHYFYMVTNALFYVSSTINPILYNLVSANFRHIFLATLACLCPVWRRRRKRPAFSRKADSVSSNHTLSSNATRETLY
SV40 large T antigen: TAg ATPase/helicase activity blockers – biochemical (AID 1903); inhibition, % at 20 µM; hits with a dose series show IC50 in µM; 0.39% of 310,000 active; SV40 large T antigen ATPase/helicase inhibition assay; higher % means a stronger effect; in the data active = a potency from the dose series; inconclusive = inhibition mostly from about 32% at the one dose, without a potency; inactive = the rest, 99 in 100 with inhibition below about 32%; note: strong numbers were not always called active
Rac1 GTP hydrolysis: MgcRacGAP GTPase-activating activity inhibitors, confirmation, biochemical, ADP Hunter fluorescence. MgcRacGAP-stimulated Rac1 GTP hydrolysis, ADP Hunter fluorescence; higher % means a stronger effect; GST-tagged Rac1 F28L mutant substrate. one-dose inhibition, % at 30 µM; IC50 in µM for titrated hits. 0.6% of 340,000 active. AID 624330;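 active = first-screen hits whose inhibition reached a set limit at any dose in the follow-up dose series; inconclusive = inhibition above the set first-screen limit but never retested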;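 note: fluorescence reports GDP produced by GAP-driven GTP hydrolysis; strong numbers were not always called active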
NS5 inhibitors: flavivirus cap methylation enzyme inhibition – biochemical, confirmation dose response, primary screen (AID 588689); Dengue-2 NS5 methyltransferase capping enzyme assay, biochemical; higher % means a stronger effect; inhibition, % at 25 µM; hits with a dose series show IC50 in µM; 0.3% of 340,000 active; in the data active = a potency from the dose series; inconclusive = inhibition above about 29% without an active follow-up result
West Nile virus CPE: West Nile virus antiviral activity, cell-based, CPE readout (AID 1621) | West Nile virus-infected cells, CPE inhibition; higher % means a stronger effect | CPE inhibition, % at 10 µM; hits with a dose series show IC50 in µM | 0.02% of 290,000 active; in the data active = a potency from the dose series; inconclusive = CPE inhibition mostly from about 3.7% at the one dose, without a potency; inactive = the rest, 99 in 100 with CPE inhibition below about 2.2%; note: strong numbers were not always called active
AID2073: inhibitors of Mint1-CaV2.2 protein interaction, biochemical, HTRF (AID 2073); HTRF protein-protein interaction, Mint1-CaV2.2; higher % means a stronger effect; 0.19% of 290,000 active; inhibition, % at 20 µM; hits with a dose series show IC50 in µM; in the data active = inhibition mostly above about 51%, no sharp cut-off; inconclusive = no clear call, values can overlap the other calls; inactive = mostly below about 53%; note: some results filed as inactive read as strong as hits
RSV CPE inhibition: inhibition of RSV-induced cytopathic effect – HEp-2 cells, primary 10 µM value included (AID 2391) | HEp-2 cells, RSV-induced CPE inhibition; higher % means a stronger effect | CPE inhibition, % at 10 µM; hits with a dose series show IC50 in µM | 0.13% of 310,000 active; in the data active = a potency from the dose series; inconclusive = CPE inhibition mostly from about 23% at the one dose, without a potency; inactive = the rest, 99 in 100 with CPE inhibition below about 21%; note: strong numbers were not always called active
NTR1 agonist cell count 20 µM: second read-out of NTR1 agonist, no call of its own (marks repeat the call); cell count; measured here: cell count, cytotoxicity flag
NS5 inhibitors pilot replicate: recorded beside NS5 inhibitors, whose call it bears; inhibition, %; measured here: pilot screen replicate inhibition
The depositor's hits bear a star; ? = inconclusive; / = no result given; [ ] = remark or other dose.

SMILES	UTI89 phage lysis	Siah-1 displacement	NTR1 agonist	NTR1 agonist cell count 20 µM	SV40 large T antigen	Rac1 GTP hydrolysis	NS5 inhibitors	West Nile virus CPE	AID2073	RSV CPE inhibition	others
O=C(O)c1cccc(NC(=O)c2cc(S(=O)(=O)N3CCOCC3)cs2)c1	-0.1%	4%	1.0	61	4%	4%	15%	-0.7%	-9%	1.8%
CCCCn1c(N)c(N(CCOC)C(=O)C2CC(=O)N(Cc3ccc(C)cc3)C2)c(=O)[nH]c1=O (stereo not drawn)	0.9%[50 µM]	/	-1.4	71	20%	4%	0%	/	/	2.7%
Cc1cc(C(=O)NC(C)Cc2ccccc2)cc(C)c1[N+](=O)[O-] (stereo not drawn)	/	11%	-0.3	36	22%	/	/	-0.2%	4%	-1.4%
COc1ccc(CNC(=O)CCCC(=O)n2nc(C)c3ccccc32)cc1	0.3%	2%	1.0	55	12%	6%	-1%	0.2%	-16%	1.3%
Cc1cccc(N2C(=O)C(Oc3ccc(Cl)cc3Cl)C2C=O)c1C (stereo not drawn)	-3.2%[50 µM]	5%	/	/	8%	6%	-8%	-1.3%	3%	-2.4%
Nc1nc(CN2CCN(c3ccccc3F)CC2)nc(N2CCCc3ccccc32)n1	0.2%	-1%	-0.4	96	5%	14%	-7%	-0.5%	0%	1.8%
Cc1cc(-c2csc(N)n2)c(C)n1C	-0.3%	-1%	0.3	48	14%	17%	59%	0.1%	16%	0.6%
CC(NC(=O)c1ccc2c(c1)OCO2)c1cccc(C(F)(F)F)c1 (stereo not drawn)	0.5%[50 µM]	/	-0.8	55	/	2%	1%	/	/	2.5%
COc1ccc(N2CCN(C(=O)[C@H](Cc3c[nH]c4ccccc34)NC(C)=O)CC2)cc1	-0.1%	-7%	0.6	28	15%	17%	0%	0.1%	-8%	3.0%
Cc1ccc(S(=O)(=O)Nc2c(C)nc3nc[nH]n3c2=O)c(C)c1	-1.3%	0%	0.2	27	16%	5%	-2%	0.4%	3%	1.5%
O=C(CSCc1n[nH]c(=O)[nH]1)NCCOc1cccc(Oc2ccccc2)c1	5.2%	1%	0.6	83	1%	0%	-3%	0.6%	-10%	0.3%
COC(=O)c1ccc(CSc2cc(C)c3cccc(C)c3n2)o1	0.3%	-5%	7.0	58	-3%	12%	-2%	-0.9%	-11%	3.5%
O=C(COC(=O)CN1C(=O)C2CCCCC2C1=O)Nc1c(Cl)cccc1Cl (stereo not drawn)	0.5%[50 µM]	/	0.3	74	/	2%	0%	/	/	1.4%
O=C1c2ccccc2C(O)N1Cc1ccccc1Cl (stereo not drawn)	-1.2%	0%	-1.4	64	2%	-3%	-7%	0.0%	-1%	0.2%
CC(=O)NC(CC(=O)OC(C)C(=O)Nc1ccc(Cl)cn1)c1ccccc1 (stereo not drawn)	0.5%[50 µM]	/	-2.7	58	11%	0%	-3%	/	/	2.3%

Brought forward from above: 3 entries, followed by the next part.
SMILES	UTI89 phage lysis	Siah-1 displacement	NTR1 agonist	NTR1 agonist cell count 20 µM	SV40 large T antigen	Rac1 GTP hydrolysis	NS5 inhibitors	West Nile virus CPE	AID2073	RSV CPE inhibition	others
O=C(COC(=O)CN1C(=O)C2CCCCC2C1=O)Nc1c(Cl)cccc1Cl (stereo not drawn)	0.5%[50 µM]	/	0.3	74	/	2%	0%	/	/	1.4%
O=C1c2ccccc2C(O)N1Cc1ccccc1Cl (stereo not drawn)	-1.2%	0%	-1.4	64	2%	-3%	-7%	0.0%	-1%	0.2%
CC(=O)NC(CC(=O)OC(C)C(=O)Nc1ccc(Cl)cn1)c1ccccc1 (stereo not drawn)	0.5%[50 µM]	/	-2.7	58	11%	0%	-3%	/	/	2.3%
CC(C)Cc1nnc(NC(=O)CC(=O)Nc2ccccc2C(=O)O)s1	0.1%	-1%	0.0	20	12%	9%	-5%	0.2%	20%	/
Cn1c(N)c(C(=O)COC(=O)c2ccc(C(F)(F)F)cc2)c(=O)n(C)c1=O	1.9%	/	5.8	52	/	3%	2%	/	/	/
CCOC(=O)c1cc(-c2ccccc2)sc1NC(=O)CSc1nnnn1C	4.9%	0%	2.5	77	9%	7%	-2%	?	15%	-0.1%
COc1ccc(C(=O)NCCC(=O)NCc2cc(=O)n(C)c(=O)n2C)cc1	0.2%	2%	0.7	65	1%	14%	-2%	0.0%	6%	1.2%
O=C(NC(Cc1ccccc1)C(=O)O)/C(=C\c1ccco1)NC(=O)c1ccccc1Br (stereo not drawn)	0.9%	-11%	0.9	53	6%	11%	4%	-0.3%	4%	1.5%
CCN(CC(=O)Nc1ccc(OC)cc1)C(=O)CSCc1ccc(C)cc1	0.4%[50 µM]	/	-1.1	49	/	7%	-6%	/	/	1.0%
OC(CNC1CCCC1)COc1c(F)cc(Br)cc1F (stereo not drawn)	-0.6%	2%	-1.2	84	25%	-1%	0%	-1.3%	1%	-0.4%
O=[N+]([O-])c1cc(S(=O)(=O)c2ccc(N3CCCCC3)c([N+](=O)[O-])c2)ccc1N1CCCCC1	-0.1%	14%	5.3	82	17%	-7%	5%	-0.8%	4%	14%
CCCC(=O)N1CCN(c2ccc(NC(=O)C(C)(C)C)cc2)CC1	2.0%	0%	0.8	41	14%	13%	3%	0.4%	13%	/
Cc1cnc(NC(=O)CC2OC(=O)c3ccccc32)s1 (stereo not drawn)	0.6%[50 µM]	/	0.0	47	/	5%	-1%	/	/	/
CCOc1cc(/C=C2/N=C(c3ccc(C(C)(C)C)cc3)OC2=O)cc(Cl)c1OS(C)(=O)=O	4.8%	0%	4.0	53	11%	-1%	-5%	-0.3%	8%	-0.7%
O=C(O)c1ccc2c(c1)C(=O)N(NC(=O)c1ccccc1)C2=O	-0.4%	2%	0.6	59	16%	-3%	7%	-0.3%	-3%	0.1%
Cc1cc(N2CCCCC2)nc2ccc(NC(=O)CCC(=O)NCCC(C)C)cc12	0.0%	-6%	-1.3	64	5%	7%	1%	-1.8%	-7%	2.2%
CC1=C(C(=O)Nc2ccccc2C(F)(F)F)C(c2ccc(C)s2)NC(=S)N1 (stereo not drawn)	-3.2%	-1%	-1.4	41	11%	7%	-4%	-0.7%	0%	0.3%
COC(=O)c1c(NC(=O)CC2SC(N)=NC2=O)sc2c1CCC(C(C)(C)C)C2 (stereo not drawn)	0.3%	-6%	18	66	5%	3%	4%	1.9%	37%	-1.9%
C=CCn1c(SC/C=C/c2ccccc2)nnc1-c1sc(N)nc1C	-0.2%	2%	1.4	58	4%	8%	1%	-0.1%	12%	7.0%
CCN(CC)C(=O)c1sc2nc(-c3ccncc3)[nH]c(=O)c2c1C	4.0%	3%	-0.8	27	-13%	0%	-8%	/	30%	1.1%
CC(=O)Oc1cccc(C(=O)Nc2cccc(C(=O)Nc3ccccc3C(=O)O)c2)c1	1.6%	4%	0.7	59	13%	14%	/	-0.7%	11%	1.6%
COc1ccc(NC(=S)NC(=O)C2CCC2)cc1	1.9%[50 µM]	-2%	-1.8	23	3%	2%	-6%	-0.6%	-5%	1.4%
CC(NC(=O)C1CCC(C(=O)NC(C)c2ccccc2)CC1)c1ccccc1 (stereo not drawn)	0.0%	1%	0.0	67	24%	0%	3%	-0.4%	8%	1.2%
CN1CCN(NC(=O)c2cn(-c3ccccc3)nc2-c2ccc(OC(F)F)cc2)CC1	0.2%	5%	-0.6	34	0%	4%	-4%	0.1%	-2%	-0.5%
COc1ccc(-c2cc([C@H]3[C@H]4C=CC[C@@H](C)[C@@H]4C(=O)N3Cc3ccccc3)ccc2F)cc1OC	1.0%	13%	-0.2	72	11%	6%	0%	2.0%	14%	11%
O=C(COc1ccccc1)N(CCc1ccccc1)c1nc(-c2ccc(F)cc2)cs1	0.2%	-1%	5.0	97	0%	6%	-1%	/	3%	?
Cc1ccc(-n2c(C)cc(/C=N/NC(=O)c3ccncc3)c2C)c(C)c1	10%	2%	-1.1	57	6%	1%	-11%	1.2%	5%	1.6%
CCOC(=O)c1c(NC(=O)C2C3CCC(O3)C2C(=O)O)sc(C)c1-c1ccc(C)cc1 (stereo not drawn)	-0.1%	-2%	1.3	57	7%	12%	17%	-0.2%	-6%	3.2%
CS(=O)(=O)N(CC(=O)Nc1ccc(F)cc1F)C1CCCCC1	-2.0%	-4%	0.1	66	1%	-7%	7%	-0.6%	9%	-1.6%
C=C1CCN([C@@H](Cc2ccccc2)C(=O)Nc2ccc(OC)cc2)S(=O)(=O)c2ccccc21	0.9%	/	2.4	94	13%	15%	3%	-0.5%	/	7.2%
COc1cc(-c2nc(CN3CCCN(C(=O)c4ccco4)CC3)c(C)o2)ccc1F	2.6%	1%	-0.3	77	8%	3%	-3%	-1.0%	31%	0.5%
CC1=C(C(=O)OCC2CCCO2)C(c2ccc(Cl)cc2)NC(=O)N1 (stereo not drawn)	1.1%	0%	0.3	48	6%	3%	2%	0.9%	9%	2.8%
COC(=O)c1c(-c2ccccc2)csc1NC(=O)CSc1ncnc2sc(C)c(C)c12	0.4%	-1%	1.5	58	-3%	9%	-3%	-0.1%	20%	4.4%

The final 3 records of the part before open the next one.
SMILES	UTI89 phage lysis	Siah-1 displacement	NTR1 agonist	NTR1 agonist cell count 20 µM	SV40 large T antigen	Rac1 GTP hydrolysis	NS5 inhibitors	West Nile virus CPE	AID2073	RSV CPE inhibition	others
COc1cc(-c2nc(CN3CCCN(C(=O)c4ccco4)CC3)c(C)o2)ccc1F	2.6%	1%	-0.3	77	8%	3%	-3%	-1.0%	31%	0.5%
CC1=C(C(=O)OCC2CCCO2)C(c2ccc(Cl)cc2)NC(=O)N1 (stereo not drawn)	1.1%	0%	0.3	48	6%	3%	2%	0.9%	9%	2.8%
COC(=O)c1c(-c2ccccc2)csc1NC(=O)CSc1ncnc2sc(C)c(C)c12	0.4%	-1%	1.5	58	-3%	9%	-3%	-0.1%	20%	4.4%
Cc1cn([C@H]2C[C@H](O)[C@@H](CCC(=O)NCCCn3ccnc3)O2)c(=O)[nH]c1=O	0.2%	/	-0.5	82	/	8%	-1%	/	/	/
COc1ccc(-c2cc(-c3ccc(OC)c(OC)c3)n[nH]2)c(O)c1	-0.1%	0%	5.2	81	23%	9%	3%	0.3%	0%	40%	NS5 inhibitors pilot replicate=-1.8
CC1CCC(NC(=O)N(CCCl)N=O)CC1 (stereo not drawn)	4.9%	/	0.4	57	4%	4%	-1%	0.0%	/	0.3%
Cc1ccc(N2CCN(C(=O)c3ccccc3NC(=O)C3CC=CCC3C(=O)O)CC2)cc1 (stereo not drawn)	0.2%	6%	-0.7	65	5%	8%	/	0.0%	2%	1.2%
